T cell HTS: modulators of CD8 T cell-vesicle binding, primary screen, mouse 2C CD8+ T cells, flow cytometry | 2C CD8+ T cell-vesicle binding; hits give low values | calls only at 7 µM | 330,000 tested, 0.068% active;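 active = response, share of CD8 T cells binding vesicles, and their 90th percentile fluorescence all below set limits, cut at about 80% in these data, passing the limit was not always enough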
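material = purified 2C TCR transgenic mouse naive CD8+ T cells | controls = Unloaded micro-vesicles (low), QL9 vesicles with 0.7% DMSO (high) | detection = cytometric PE anti-B7-1 and Alexa647 anti-CD8 signals after 1% paraformaldehyde fixation | incubation = binding step 1.5 h, 37 °C, antibody labelling 20 min, ice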
GPR55 activation: GPR55 agonists via beta-arrestin recruitment, primary screen, imaging, U2OS cells, beta-arrestin-GFP redistribution (AID 1961). G-protein coupled receptor 55 (Homo sapiens). U2OS GPR55 beta-arrestin-GFP redistribution imaging; higher % means a stronger effect. one-dose activation, % at 10 µM; EC50 in µM for titrated hits. 290,000 tested, 0.048% active;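 active = activation above 40% with more than 50 cells counted in the well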;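 note: U2OS osteosarcoma cells stably expressing GPR55 and beta-arrestin-GFP; plate controls were DMSO negative control for no effect and LPI positive control for full effect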
Myeloid diff 2: induction of myeloid progenitor differentiation, primary screen, cell-based, flow cytometry, MLPCN library | ER-HoxA9 myeloid progenitors, lysozyme-GFP differentiation | calls only at 10 µM | 360,000 tested, 1% active | AID 624256, 2012;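 active = normalized GFP-positive differentiation at or above the plate's own cutoff, the solvent-only control mean plus 3 SD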;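 note: cells exposed to compound for four days before flow analysis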
NOD1 NF-kB reporter: NOD1 signaling inhibitors, primary screen, cell-based, luminescence, uHTS (AID 1578); NOD1-driven NF-kB luciferase reporter cells, luminescence; higher % means a stronger effect; inhibition, % at 4 µM, or EC50 in µM where a hit was titrated; 290,000 tested, 1% active; in the data active = inhibition mostly above about 36%, no sharp cut-off; inactive = mostly below about 34%;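 note: HEK-293T reporter cells stimulated with the NOD1 agonist gamma-tri-DAP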
KOR beta-arrestin-1: KOR antagonists, beta-arrestin recruitment, cell-based, luminescence, uHTS (AID 1778). inhibition, % at 10 µM, or IC50 in µM where a hit was titrated. KOR beta-arrestin recruitment, luminescence, antagonist mode; higher % means a stronger effect. 290,000 tested, 0.091% active; note: strong numbers were not always called active
NOD2 inhibition: NOD2 signaling inhibitors, cell-based, luminescence, uHTS, HEK293 (AID 1566); 290,000 tested, 0.63% active; one-dose inhibition, % at 4 µM; EC50 in µM for titrated hits; HEK293 NOD2/NF-kB luciferase reporter, luminescence; higher % means a stronger effect; note: many of its hits are not listed in these tables
KOR beta-arrestin-2: KOR agonists, beta-arrestin recruitment, primary screen, cell-based, luminescence, uHTS (AID 1777); KOR beta-arrestin recruitment, luminescence; higher % means a stronger effect; one-dose activation, % at 10 µM; EC50 in µM for titrated hits; 280,000 tested, 0.02% active; in the data active = activation above about 50%, passing the limit was not always enough; note: a part of the inactive calls stands beside numbers as strong as those of hits
GPR55 LPI antagonism: GPR55 antagonists blocking LPI-driven arrestin recruitment, primary screen, imaging, U2OS, beta-arrestin-GFP, LPI agonist (AID 2013) | G-protein coupled receptor 55 (Homo sapiens) | 290,000 tested, 0.13% active | U2OS GPR55 beta-arrestin-GFP translocation imaging, LPI antagonism; higher % means a stronger effect | one-dose inhibition, % at 10 µM; IC50 in µM for titrated hits;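 active = spots per cell inhibited over 60%, with over 100 cells counted and total cytoplasm intensity under 500,000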;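 note: U2OS cells stably carrying GPR55 and arrestin-GFP stimulated by 5 µM LPI near EC80; imaged beta-arrestin-GFP aggregate spots per cell after agonist stimulation; plate controls were LPI-stimulated DMSO wells for no effect and DMSO wells without LPI for full effect; some results filed as inactive read as strong as hits; confirmed hits need IC50 under 10 µM and bright autofluorescent wells are also inconclusive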
NTR1 agonist: agonists of NTR1, primary screen, imaging, U2OS cells, beta-arrestin-GFP, high content (AID 493036) | Neurotensin receptor type 1 (Homo sapiens), P30989 | NTR1-U2OS beta-arrestin-GFP spot imaging, agonist mode | activation, % at 20 µM | 330,000 tested, 0.17% active;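 active = activation at or above 40% of the spot to cytoplasm intensity ratio, with at least 20 cells analyzed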;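 note: 0% = DMSO without peptide and 100% = 100 nM NTR1 peptide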
Target sequence (P30989 whole entry, looked up): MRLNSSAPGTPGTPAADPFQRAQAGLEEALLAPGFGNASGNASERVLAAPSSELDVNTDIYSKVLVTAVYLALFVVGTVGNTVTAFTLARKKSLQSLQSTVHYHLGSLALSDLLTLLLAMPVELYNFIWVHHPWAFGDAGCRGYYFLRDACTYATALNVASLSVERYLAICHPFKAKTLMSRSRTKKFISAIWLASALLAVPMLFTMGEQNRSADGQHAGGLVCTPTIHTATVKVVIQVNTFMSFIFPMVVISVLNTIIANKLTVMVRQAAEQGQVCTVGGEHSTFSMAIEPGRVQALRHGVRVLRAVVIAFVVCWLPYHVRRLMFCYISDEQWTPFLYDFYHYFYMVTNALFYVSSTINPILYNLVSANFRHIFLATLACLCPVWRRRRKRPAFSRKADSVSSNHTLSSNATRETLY
T cell HTS vesicle-bound %: also measured in T cell HTS; calls as there; double positive events, %; measured here: CD8+ vesicle-bound cell fraction;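 binding gate set so that unloaded-vesicle control wells show 10% double positive cells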
NTR1 agonist cell count 20 µM: second read-out of NTR1 agonist, no call of its own (marks repeat the call); cell count; measured here: cell count, cytotoxicity flag
Myeloid diff 2 GFP+ MAC1+ %: recorded beside Myeloid diff 2, whose call it bears; GFP+ MAC1+ double positive, %; measured here: differentiation confirmed by MAC1 staining
Starred values were filed as active, the others as inactive; i = inactive; · = not tested or not shown; [ ] = another dose, or the depositor's remark. Cut-off read from the data, not from the text of the source, unless noted: active = inhibition above about 50%; inactive = the rest. These rows are one share of the data; rates above refer to the full screens.

SMILES | T cell HTS | T cell HTS vesicle-bound % | GPR55 activation | Myeloid diff 2 | Myeloid diff 2 GFP+ MAC1+ % | NOD1 NF-kB reporter | KOR beta-arrestin-1 | NOD2 inhibition | KOR beta-arrestin-2 | GPR55 LPI antagonism | NTR1 agonist | NTR1 agonist cell count 20 µM
Cc1onc(-c2c(Cl)cccc2Cl)c1NC(=O)NN(C)C | i | 20 | -0.2% | i | 0.6 | -5% | -18% | 0% | -3.1% | -12% | -0.4 | 45
COc1ccc(CN2CCc3c([nH]c4ccccc34)C2)c(OC)c1C | i | 68 | 0.5% | i | 1.0 | 21% | -39%[20 µM] | 18% | -1.8% | 14% | 1.9 | 63
CCC1CCCCN1CCNC(=O)C1CCCN(S(=O)(=O)c2cccc3nsnc23)C1 (stereo unspecified) | i | 34 | 0.3% | i | 1.8 | 30% | -22% | -1% | 3.4% | -3% | 2.3 | 52
NC(=O)c1cc(S(=O)(=O)N2CCCCC2)cs1 | i | 11 | 0.1% | i | 2.2 | -34% | -15% | -1% | 1.4% | 11% | -1.2 | 61
O=C(CCNC(=O)C1CCN(S(=O)(=O)c2ccccc2)CC1)NCCc1ccc(Cl)cc1 | i | 57 | -0.1% | i | 1.3 | -15% | 1% | 5% | 2.7% | -10% | 3.4 | 42
CCOc1ccccc1CN1CCNC(=O)C1CC(=O)NC1CCCCCC1 (stereo unspecified) | i | 20 | -0.2% | i | 2.2 | -6% | -22% | 2% | 7.2% | -21% | 2.6 | 62
COc1ccc(CNS(=O)(=O)c2cc(Br)cc3c2N(C(C)=O)C(C)C3)cc1 (stereo unspecified) | i | 35 | 0.5% | i | 2.6 | 10% | -29% | -9% | 0.0% | 4% | 3.5 | 40
Cc1cccc(N=Nc2c(N)n[nH]c2-c2ccc(Cl)cc2)c1 | i | 30 | -0.1% | i | 0.5 | 16% | -14% | 18% | 5.0% | 20% | 21 | 84
O=CN1CCN(C(=O)c2ccc(-c3nc4ccccc4s3)s2)CC1 | i | 8 | -0.3% | i | 0.1 | -26% | -13% | -28% | -1.5% | -9% | 0.8 | 44
COc1ccc(Cl)cc1NC(=O)Cn1c(NCCO)nc2ccccc21 | i | 50 | 0.1% | i | 0.4 | -20% | · | 22% | · | 3% | 2.4 | 49
COc1ccc(-c2nnc3sc(-c4ccccc4OC)nn23)cc1 | i | 51 | -0.2% | i | 1.1 | -94% | -11% | 21% | -1.5% | 5% | -2.7 | 84
CCOC(=O)C1=C(CC)OC(N)=C(C#N)C1c1ccsc1 (stereo unspecified) | i | 46 | 0.0% | i | 0.7 | 17% | -37% | 7% | -0.6% | 15% | 0.3 | 34
CCCN1C2CCCC1CC(NC(=O)c1ccc(F)cc1)C2 (stereo unspecified) | i | 9 | 0.1% | i | 0.7 | -5% | 22% | 15% | -6.2% | -4% | -1.5 | 80
C/C(CCc1ccco1)=N/NC(=O)CCC(=O)Nc1ccc(Br)cc1 | i | 61 | 1.0% | i | 0.9 | -12% | 29% | 9% | 3.0% | 8% | -0.1 | 102
COc1ccc(CC(=O)Nc2ccc3nc(SC)sc3c2)cc1OC | i | 66 | -0.4% | · | · | -7% | 3% | 12% | 0.4% | -4% | 0.9 | 52
Cc1ccc(NC(=O)CSc2nnc(-c3ccncc3)o2)cc1C | i | 70 | 0.7% | i | 0.4 | -33% | 4% | -5% | 5.7% | -6% | 1.2 | 57
N#CC(c1ccncc1)(c1ncc(C(F)(F)F)cc1Cl)N1CCOCC1 (stereo unspecified) | i | 58 | 0.0% | i | 0.2 | -39% | -13% | 0% | -2.6% | -2% | 1.0 | 56
CCc1nnc(NC(=O)CSc2ncc(-c3ccccc3)n2C)s1 | i | 10 | 0.1% | i | 0.5 | -9% | -29% | 15% | 8.9% | 0% | -1.8 | 72
CC(C)(C)c1ccc2c(c1)N(CC(=O)N1CCCC1)C(=O)CO2 | i | 21 | 0.3% | i | 0.5 | 9% | -33%[20 µM] | -10% | 7.7% | 2% | 1.0 | 61
O=C(CNC(=S)N(CCCN1CCOCC1)Cc1cccs1)NCc1ccc(Cl)cc1 | i | 29 | -0.1% | i | 1.4 | -17% | -32% | 18% | -1.9% | 2% | 0.8 | 71
CCOC(=O)C1CCN(S(=O)(=O)Cc2ccccc2)CC1 | i | 4 | -0.2% | i | 3.1 | -16% | -16% | -21% | 30% | -5% | -0.2 | 38
Cc1cc(C)c(NC(=O)COC(=O)/C=C/c2cccc(C(F)(F)F)c2)c(C)c1 | i | 39 | 0.1% | i | 0.5 | -15% | -16% | -3% | 3.3% | -3% | 1.6 | 57
COc1ccc(CC(=O)Nc2ccc(N3CCOCC3)cc2)cc1OC | i | 50 | 0.1% | i | 0.7 | -9% | -4% | 12% | -2.0% | 21% | -0.4 | 41
Cc1cccc[n+]1CC(=O)c1ccc(NC(=O)c2ccccc2)cc1 | i | 30 | -0.3% | i | 0.4 | -28% | -46%[20 µM] | 1% | -0.8% | -3% | -0.4 | 54
COc1ccc(C=O)cc1OC(=O)C1(C)Cc2ccccc2C(=O)O1 (stereo unspecified) | i | 5 | -0.2% | i | 0.6 | -28% | 0% | 2% | -4.2% | 6% | 0.5 | 71
O=C(O)CCCCCCNS(=O)(=O)c1ccccc1 | i | 14 | 0.0% | i | 2.4 | 16% | -48% | -4% | 1.9% | -8% | 0.3 | 74
COC(=O)c1cn(NC(=O)/C=C/c2cc(OC)ccc2OC)c(=O)c2ccccc12 | i | 12 | -0.2% | i | 0.2 | -21% | -9% | 5% | -1.6% | -1% | 1.1 | 44
O=C(Nc1ccc(C(F)(F)F)cc1)c1ccccc1Br | i | 13 | -0.2% | i | 0.7 | -30% | -20% | -46% | -0.2% | 0% | 0.9 | 59
CCCCN(CC)S(=O)(=O)c1ccccc1 | i | 31 | -0.2% | i | 2.6 | -7% | -46% | -10% | 5.6% | 1% | 0.1 | 84
CNC(=S)NNC(=O)c1ccccc1Br | i | 42 | 0.1% | i | 1.6 | -12% | 16% | 14% | 2.8% | 0% | 1.7 | 37
CC(NC(=O)c1cc2c(s1)CS(=O)(=O)C2)c1ccccc1 (stereo unspecified) | i | 11 | -0.2% | i | 0.6 | -8% | -21% | 12% | -1.0% | 7% | 0.0 | 60
COc1cc2nc(CN3CCC(C(O)(c4ccccc4)c4ccccc4)CC3)[nH]c(=O)c2cc1OC | i | 45 | 0.0% | i | 0.4 | -20% | -7% | 5% | 4.3% | -6% | 0.8 | 71
CSc1c(C#N)c(N)nc2sc(C(=O)c3ccc(Cl)c(Cl)c3)c(N)c12 | i | 8 | -0.1% | · | · | 7% | -13% | -25% | 5.7% | 9% | 1.0 | 49
Fc1ccccc1-c1nc(N2CCCCC2)c2ccccc2n1 | i | 39 | -0.1% | i | 0.7 | -26% | 37% | 7% | -0.9% | -3% | 1.8 | 41
O=C(Cc1ccccc1)NCCc1cnc[nH]1 | i | 18 | 1.1% | i | 0.3 | -3% | -8% | -9% | -2.3% | 1% | -1.3 | 90
O=C(NNS(=O)(=O)c1cccc(Cl)c1Cl)c1cccc(S(=O)(=O)N2CCOCC2)c1 | i | 48 | 0.3% | i | 1.2 | -18% | 11% | 1% | -1.9% | 0% | -0.1 | 47
CCN(CC)C(=O)Cc1cn(C)c2ccccc12 | i | 40 | 0.1% | i | 0.2 | -11% | -16% | 5% | -3.6% | -5% | -1.4 | 86
O=C(c1c(F)cccc1F)N1CCN(c2cccc(C(F)(F)F)c2)CC1 | i | 18 | -0.2% | i | 0.5 | -7% | 27% | 2% | -2.0% | 2% | -0.2 | 38
CCCc1nnc(NC(=O)CCC(=O)Nc2ccc(Cl)cc2)s1 | i | 20 | 0.2% | i | 0.3 | -24% | -7% | -4% | -1.3% | -9% | -0.3 | 36
CCCc1nnc(NC(=O)c2cccs2)s1 | i | 12 | 0.0% | i | 1.1 | -12% | 15% | -32% | 0.0% | 4% | -1.8 | 92
Cc1ccc(C)c(N2CCN(CCCNC(=O)CCC(=O)N3CCOc4ccc(Cl)cc43)CC2)c1 | i | 29 | 0.0% | · | · | 8% | -19% | 7% | 2.0% | 15% | 36 | 54
Cc1nc2ccc(NC(=S)NC3CC3)cc2nc1C | i | 32 | -0.4% | i | 0.3 | -10% | -14% | -26% | 5.3% | 6% | 1.0 | 58
O=S(=O)(Nc1ccc(N2CCOCC2)cc1)c1ccc(Cl)s1 | i | 25 | 0.0% | i | 1.1 | 3% | -4% | 9% | 0.5% | -5% | 0.2 | 85
CCc1nnc(N/N=C/c2c(F)cccc2Cl)n1N | i | 52 | -0.3% | i | 0.5 | -28% | 4%[20 µM] | 6% | -1.4% | -11% | 1.7 | 62

Looked up by structure from the list above:
SMILES | T cell HTS | T cell HTS vesicle-bound % | GPR55 activation | Myeloid diff 2 | Myeloid diff 2 GFP+ MAC1+ % | NOD1 NF-kB reporter | KOR beta-arrestin-1 | NOD2 inhibition | KOR beta-arrestin-2 | GPR55 LPI antagonism | NTR1 agonist | NTR1 agonist cell count 20 µM
O=S(=O)(Nc1ccc(N2CCOCC2)cc1)c1ccc(Cl)s1 | i | 25 | 0.0% | i | 1.1 | 3% | -4% | 9% | 0.5% | -5% | 0.2 | 85
COc1ccc(-c2nnc3sc(-c4ccccc4OC)nn23)cc1 | i | 51 | -0.2% | i | 1.1 | -94% | -11% | 21% | -1.5% | 5% | -2.7 | 84
O=C(O)CCCCCCNS(=O)(=O)c1ccccc1 | i | 14 | 0.0% | i | 2.4 | 16% | -48% | -4% | 1.9% | -8% | 0.3 | 74
C/C(CCc1ccco1)=N/NC(=O)CCC(=O)Nc1ccc(Br)cc1 | i | 61 | 1.0% | i | 0.9 | -12% | 29% | 9% | 3.0% | 8% | -0.1 | 102
CCCc1nnc(NC(=O)c2cccs2)s1 | i | 12 | 0.0% | i | 1.1 | -12% | 15% | -32% | 0.0% | 4% | -1.8 | 92

From PubChem
